DAGLB inhibitor: diacylglycerol lipase beta (human) inhibition. hit rate 0.059% among 340,000. HEK293T DAGLB membrane lysate, EnzChek fluorogenic substrate. inhibition, % at 5.17 µM; in the data active means inhibition above about 34%;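 further: 0% = enzyme with vehicle and 100% = wells lacking enzyme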
C-LANA FP: KSHV C-LANA DNA binding inhibition; MBP-C-LANA/FAM-LBS DNA binding, fluorescence polarization; inhibition, % at 9 µM; hit rate 0.078% among 340,000;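 active means highest replicate inhibition at or above 60% at 9 µM, even if other replicates fall short; inactive means all replicates below 60% inhibition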;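 further: 0% = neutral control wells and 100% = 4 µM acridine orange control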
Cardiac RTF inh: cardiac RTF calcium desensitization; P19429+P45379; IANBD-labeled cardiac RTF, Ca2+ fluorescence; inhibition, % at 7.15 µM; hit rate 0.12% among 340,000;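 active means inhibition above the mean inhibition of all tested compounds plus 3 SD, cut at about 17% in these data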;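 further: assay run at fixed EC70 calcium of 1.6 mM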
NSD2 inh: NSD2 (human) methyltransferase inhibition. O96028. NSD2 peptide methylation, AlphaScreen, 120 min. inhibition, % at 12.5 µM. hit rate 0.54% among 310,000. AID 743445; in the data active means inhibition above about 50%
Target sequence (O96028 whole entry, looked up): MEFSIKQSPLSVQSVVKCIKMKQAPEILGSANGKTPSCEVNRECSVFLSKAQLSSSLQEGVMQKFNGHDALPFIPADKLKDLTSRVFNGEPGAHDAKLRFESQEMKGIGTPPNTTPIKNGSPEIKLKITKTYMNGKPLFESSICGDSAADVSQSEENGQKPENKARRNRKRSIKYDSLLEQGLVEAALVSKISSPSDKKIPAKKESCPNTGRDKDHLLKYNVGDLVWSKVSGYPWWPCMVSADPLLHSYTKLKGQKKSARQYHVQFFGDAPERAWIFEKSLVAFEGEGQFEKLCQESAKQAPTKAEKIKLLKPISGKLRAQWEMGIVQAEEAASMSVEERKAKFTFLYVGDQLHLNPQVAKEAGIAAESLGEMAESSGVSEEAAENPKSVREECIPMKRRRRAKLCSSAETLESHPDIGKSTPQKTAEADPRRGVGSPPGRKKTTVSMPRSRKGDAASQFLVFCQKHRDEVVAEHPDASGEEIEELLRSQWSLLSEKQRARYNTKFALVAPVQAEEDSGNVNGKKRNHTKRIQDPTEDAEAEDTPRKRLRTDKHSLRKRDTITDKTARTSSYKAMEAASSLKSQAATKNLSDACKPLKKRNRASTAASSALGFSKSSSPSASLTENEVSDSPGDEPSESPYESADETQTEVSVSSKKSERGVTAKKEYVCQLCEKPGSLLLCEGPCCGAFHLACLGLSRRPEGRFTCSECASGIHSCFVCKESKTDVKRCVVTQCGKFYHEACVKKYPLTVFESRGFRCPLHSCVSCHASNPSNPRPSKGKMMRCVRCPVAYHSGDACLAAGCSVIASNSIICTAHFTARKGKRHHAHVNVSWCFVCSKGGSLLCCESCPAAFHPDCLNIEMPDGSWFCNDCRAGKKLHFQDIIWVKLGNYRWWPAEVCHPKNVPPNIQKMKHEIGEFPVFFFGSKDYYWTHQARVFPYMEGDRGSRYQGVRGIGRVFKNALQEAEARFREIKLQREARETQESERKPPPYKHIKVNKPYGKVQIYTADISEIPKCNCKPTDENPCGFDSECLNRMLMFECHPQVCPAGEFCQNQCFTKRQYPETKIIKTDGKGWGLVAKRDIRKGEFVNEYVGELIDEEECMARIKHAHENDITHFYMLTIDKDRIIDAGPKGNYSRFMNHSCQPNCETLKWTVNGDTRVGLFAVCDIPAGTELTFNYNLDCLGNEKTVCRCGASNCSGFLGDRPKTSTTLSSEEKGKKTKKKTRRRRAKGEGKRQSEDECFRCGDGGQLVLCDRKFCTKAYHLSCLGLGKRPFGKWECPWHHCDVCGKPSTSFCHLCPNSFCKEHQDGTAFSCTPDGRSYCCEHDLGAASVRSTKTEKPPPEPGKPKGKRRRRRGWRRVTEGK
CAL PDZ FP-1: inhibitors of human CAL PDZ peptide binding; Q9HD26; purified CAL PDZ, TMR-peptide fluorescence polarization, 1 h; inhibition, % at 24.9 µM; hit rate 0.92% among 300,000; AID 602252;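 active means mean inhibition of at least 30% with at least half of replicates also reaching 30%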;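 further: 0% = DMSO neutral control and 100% = excess unlabeled competitor peptide PRC23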
V-ATPase pHluor: regulators of yeast V-ATPase proton transport | S. cerevisiae, pHLuorin cytosolic pH fluorescence | response, % at 10 µM | hit rate 0.37% among 350,000 | AID 504577; in the data active means response mostly above about 7.3%, no sharp cut-off; inactive means mostly below about 5.4%; further: actives read high; inactives centre near 0; some compounds called inactive have numbers as strong as hits; reference of the scale not given here
Pemphigus Ab inh: inhibitors of pemphigus antibody binding to human desmoglein-3 | P32926 | DSG3-coupled beads, scFv-anti-DSG3-GFP binding, flow cytometry; hits give low values | binding (percent of control), % at 10 µM | hit rate 0.48% among 310,000;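 active means binding more than 3 SD below its plate's average and above zero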;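 further: hits lower antibody fragment binding to DSG3; some compounds called inactive have numbers as strong as hits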
CAL PDZ FP-2: human CAL PDZ-peptide interaction inhibition | Q9HD26 | purified CAL PDZ, TMR-peptide fluorescence polarization, 1 h | inhibition, % at 20 µM | hit rate 0.02% among 330,000 | AID 504414;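 active means highest replicate inhibition of at least 40%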;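 further: plate controls were DMSO neutral control wells for no effect and unlabeled competitor peptide control wells for full effect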
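System: tagged CAL PDZ domain. Schedule: 1 h room-temperature incubation prior to read. Signal: fluorescence polarization (mP). Measure: percent inhibition from loss of millipolarization.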
Arrestin-AP2 inh: human beta-arrestin and AP2 interaction inhibition | AID 504490 | inhibition, % at 10 µM | FITC-arrestin peptide / GST-AP2 beads, flow cytometry; AP2 beta2 appendage carries R879A mutation | hit rate 0.31% among 340,000;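 active means inhibition above a set limit, near 3 SD of compounds lacking own fluorescence, cut at about 54% in these data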;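 further: plate controls were DMSO wells for no effect and 5 µM unlabelled arrestin peptide for full effect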
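system = GST-tagged AP2 beta2-adaptin appendage (R879A) on 4 µm glutathione beads | reagent = FITC-labelled arrestin peptide probe, 50 nM final | schedule = compound with beads 12 min RT, then probe 1 h RT | signal = HyperCyt-sampled flow cytometry, FL1 channel, ex 488/em 535 nm | read-out = percent response from loss of bead-bound FITC fluorescence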
Keap1 Nrf2 FP: Keap1-Nrf2 (human) interaction inhibition; Keap1 Kelch-Nrf2 peptide fluorescence polarization, 1536-well; inhibition, % at 9.4 µM; hit rate 0.15% among 340,000; AID 504523; in the data active means inhibition above about 12%;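 further: human Keap1 Kelch domain with fluorescein labeled Nrf2 9mer peptide probe; 0% = neutral control wells and 100% = peptide positive control; higher means more block of Keap1 binding to Nrf2 peptide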
* = called active by the depositor; · = no result given; & = joins results of further samples.

SMILES	DAGLB inhibitor	C-LANA FP	Cardiac RTF inh	NSD2 inh	CAL PDZ FP-1	V-ATPase pHluor	Pemphigus Ab inh	CAL PDZ FP-2	Arrestin-AP2 inh	Keap1 Nrf2 FP
COc1ccc(-c2nn(-c3ccccc3)cc2C(=O)n2nnc3ccccc32)cc1	2	-0.5	-3	2	-2	-4	70	-0.5	27	0
CCOC(=O)c1[nH]c(=S)n(-c2ccccc2)c1C(=O)OCC	-1	·	·	0	·	1	104	·	·	·
CC(C)(C)NS(=O)(=O)c1ccc(CCC(=O)NCc2ccccn2)cc1	-1	2.1	-11	-1	-5	-2	109	-1.4	-10	-3
O=C(CCn1cccc1)Nc1ccc(F)cc1	-1	-1.6	-12	-1	-3	7	·	-1.9	19	1
CC(C)(C)C(=O)NC(=S)Nc1ccc(F)cc1	-5	0.2	8	23	-3	-3	96	-0.5	33	-4
CCCCCN1C/C=C\C(c2ccc(OC)cc2)N(Cc2ccc(F)cc2)C(=O)C1 (centres undefined)	-4	6.9	-2	·	1	1	114	-1.4	-2	-4
CCOC(=O)NC(c1ccccc1)C1CCCCC1=O (centres undefined)	3	-0.2	-11	12	-3	-6	100	-1.2	0	-5
COc1cccc(/C=C2\CCCCC2=O)c1	-8	-1.5	8	-4	-3	-7	111	-1.2	-4	6
CCOc1ccc(NC(=O)COc2ccc(C(=O)NCCc3ccccc3)cc2)cc1	-1	-1.1	-15	-2	-4	0	110	0.6	1	-2
O=C(CCc1nc2ccccc2s1)NC1CCOC1=O (centres undefined)	1	-0.8	-5	3	-1	0	99	-1.4	-2	-1
O=C(C(=S)N1CCOCC1)c1c[nH]c2ccccc12	-3	-0.6	-14	-3	3	1	111	-0.8	5	-3
CC12COC3(C(=O)N4CCN(c5ccccn5)CC4)CC1CCC32C (centres undefined)	0	-0.2	1	-3	1	3	99	0.9	11	-1
O=C(COc1ncnc2sccc12)N1CCc2ccccc2C1	-3	-0.4	-26	0	0	1	100	-3.4	1	-8
CCN(C(=O)Cn1nnc(-c2ccccc2)n1)C1CCS(=O)(=O)C1 (centres undefined)	4	-7.0	-5	-2	5	1	99	-0.3	-1	-1
COc1ccc(NC(=O)c2ccc(OC(=S)N(C)c3ccc(OC)cc3)cc2)cc1	0	0.9	-1	-3	-6	2	·	-0.8	4	-5
CCNC(=S)N=Nc1c(O)[nH]c2ccc(C(C)C)cc12	12	-0.3	-7	8	3	2	108	-0.7	-34	0
Cc1ccc(S(=O)(=O)NC(=O)Nc2c(C)n(C)n(-c3ccccc3)c2=O)cc1	0	0.0	-5	·	-2	-1	107	-3.2	2	-4
O=C(OCc1nnc(-c2ccccc2Br)o1)c1ccco1	4	2.5	-6	-2	-11	-1	102	-8.0	49	0
CCOc1ccc(NC(=O)c2ccc(NC(=O)c3ccccc3Br)cc2)cc1	8	0.9	3	0	-4	-3	·	-2.4	-10	-2
CC1C/C(=N/N=C2/NC(=O)CS2)CC(C)(C)C1 (centres undefined)	1	0.7	3	20	-4	2	104	-0.4	1	-3
CN(C)C(CNC(=S)Nc1ccc(F)cc1)c1cccnc1 (centres undefined)	2	0.5	-6	0	-4	3	88	-2.1	-1	-2
CCOc1c(C)cc(-c2ncccc2O)cc1C	0&0	2.0&1.6	-10&-13	-3	-1&-6	-2&2	105&106	-1.2&-1.4	10&39	-3&1
CCC(C(=O)NC1CCCCC1)N(CC1CCCO1)C(=O)CNS(=O)(=O)c1ccc(OC)cc1 (centres undefined)	0	-0.8	0	1	·	-1	95	0.4	4	-2
CCOC(=O)Cc1csc(NC(=O)c2ccc(S(=O)(=O)N3CCCCC3)cc2)n1	1	-1.9	-12	22	·	1	95	-2.8	-8	1
Cc1csc(SCC(=O)Nc2ccc(S(=O)(=O)N3CCCC3)cc2)n1	-2	-1.1	-3	-9	-3	8	100	0.3	0	-2
Cc1ccc(C)c(NC(=O)CN(C)C(=O)c2ccc(S(=O)(=O)N(C)c3ccccc3)cc2)c1	2	0.4	-4	1	6	5	·	-1.2	6	1
Cc1cccc(NC(=O)CSc2ncnc3nc[nH]c23)c1	0	0.1	5	1	-1	0	141	-0.8	5	0
COC(C[C@@H]1O[C@@H]1[C@@H](O)COCc1ccccc1)OC	-2	3.8	-3	·	-4	0	103	-1.3	·	1
COc1ccccc1NC(=O)CSc1nn2c(=O)c(C)nnc2s1	-1	1.9	-4	0	1	0	110	-1.9	-11	-3
CCc1cc(=O)oc2c(C)c(OC(C)C(=O)NCCCN3CCOCC3)ccc12 (centres undefined)	-1	-0.3	-6	·	1	-2	103	-1.8	-3	-5

Pulled by structure from above (5):
SMILES	DAGLB inhibitor	C-LANA FP	Cardiac RTF inh	NSD2 inh	CAL PDZ FP-1	V-ATPase pHluor	Pemphigus Ab inh	CAL PDZ FP-2	Arrestin-AP2 inh	Keap1 Nrf2 FP
CCOC(=O)Cc1csc(NC(=O)c2ccc(S(=O)(=O)N3CCCCC3)cc2)n1	1	-1.9	-12	22	·	1	95	-2.8	-8	1
COc1ccccc1NC(=O)CSc1nn2c(=O)c(C)nnc2s1	-1	1.9	-4	0	1	0	110	-1.9	-11	-3
CCOc1c(C)cc(-c2ncccc2O)cc1C	0&0	2.0&1.6	-10&-13	-3	-1&-6	-2&2	105&106	-1.2&-1.4	10&39	-3&1
Cc1ccc(C)c(NC(=O)CN(C)C(=O)c2ccc(S(=O)(=O)N(C)c3ccccc3)cc2)c1	2	0.4	-4	1	6	5	·	-1.2	6	1
Cc1csc(SCC(=O)Nc2ccc(S(=O)(=O)N3CCCC3)cc2)n1	-2	-1.1	-3	-9	-3	8	100	0.3	0	-2

Next section.
SMILES	DAGLB inhibitor	C-LANA FP	Cardiac RTF inh	NSD2 inh	CAL PDZ FP-1	V-ATPase pHluor	Pemphigus Ab inh	CAL PDZ FP-2	Arrestin-AP2 inh	Keap1 Nrf2 FP
C=CCNC(=O)c1ccccc1NC(=O)c1ccccc1C	-3	-2.1	-6	-1	-2	-3	104	-0.8	-5	-1
O=C(C[n+]1ccccc1)N1CCCc2ccccc21	2	1.1	-6	-1	0	1	106	-0.6	-6	-2
N#CCC(=O)Nc1ccc(C(=O)OCC(=O)NC(=O)Nc2ccc3c(c2)OCCO3)cc1	2	0.7	8	1	62*	-1	107	-1.8	-4	-3
C[C@@H](O)C1NC(=O)[C@H](CCCCN)NC(=O)c2cc([N+](=O)[O-])cc(I)c2NCCC[C@@H](C(N)=O)NC1=O (some centres undefined)	2	-0.3	-10	·	-3	0	107	0.4	-4	0
COc1ccc(C(=O)N2CCN(c3nc4cc(C)ccc4cc3C#N)CC2)c(OC)c1	0	-1.0	-1	-2	-2	2	·	-0.6	-4	-4
COc1cc(/C=C/C(=O)OCC(=O)c2c(N)n(C)c(=O)n(C)c2=O)ccc1OC(F)F	0	0.1	9	-4	2	-1	88	-3.1	6	1
Cc1oc(C(C)(C)C)cc1C(=O)Nc1cccc(/C=C/C(=O)O)c1	-1	-0.5	-26	3	1	1	96	-1.8	29	2
CN1CCN(S(=O)(=O)c2ccc(Cl)cc2)CC1	1&-1	1.4	-3&-4	0&-1	-7&1	-3&1	89&119	-2.1&-1.2	8&41	2
CCn1cc(CN2CCCC(C(=O)Nc3cccc(-n4cccn4)c3)C2)c(C)n1 (centres undefined)	1	0.3	-13	-1	-4	0	97	-1.0	36	1
Cc1cc(NC(=O)COC(=O)C2CC(=O)N(c3ccc(Cl)cc3)C2)no1 (centres undefined)	-2	-0.7	5	0	0	16*	98	0.3	26	0
O=C(CSc1ccc2nnc(CCNC(=O)c3ccccc3)n2n1)Nc1ccccc1	1	1.1	-1	6	6	4	97	1.1	-11	-5
COc1ccc(-c2nnc(N(C)C(=O)C3CCCO3)s2)cc1 (centres undefined)	0	-1.1	3	-1	-4	1	106	0.0	4	2
COc1ccc2nc(Cl)c(C3CC(c4ccco4)=NN3C(=O)CCC(=O)O)cc2c1 (centres undefined)	2	2.0	4	12	-2	-1	105	-2.2	-7	4
COc1ccccc1-n1c(SCC(=O)N2CCOCC2)nc(O)cc1=O	0	1.2	-3	-3	-2	3	115	0.6	-6	-3
CCOc1ccc(NC(=O)C2CCCCN2S(=O)(=O)c2ccccc2)cc1 (centres undefined)	-3	1.1	-2	-2	-4	-1	98	-0.7	-4	-8
c1ccc(-c2n[nH]c3c2CCC3)cc1	-4	-0.2	4	-7	3	4	99	-0.2	12	-4
COc1ccc(OC)c(S(=O)(=O)N(C)CC(=O)N2CCc3ccccc3C2)c1	-1	0.1	4	·	2	-2	101	0.2	-6	2
O=C(Cn1cc2c(n1)CCCC2)NCCCN1CCN(Cc2ccccc2)CC1	-1	0.6	0	·	·	0	110	-0.4	8	-3
CCC(O)(Cc1ccccn1)Cc1ccccn1	0	4.0	-4	0	-5	-3	93	-0.1	-3	1
CN(CCCC(=O)NC1CC(C)(C)NC(C)(C)C1)S(=O)(=O)c1ccc([N+](=O)[O-])cc1	0	2.2	-7	-2	-5	0	103	1.0	10	3
CCN(CC(=O)Nc1ccc2c(c1)OCCO2)C(=O)c1cccc(OCC(C)C)c1	-5	0.0	3	2	·	9	110	-1.4	18	5
Cc1[nH][nH]c(=O)c1C(c1c(C)[nH][nH]c1=O)c1cn(Cc2ccc(Cl)c(Cl)c2)c2ccccc12	-3	-0.7	-1	98*	-1	0	125	-1.3	-11	-16
CCN(CC)CC(=O)Nc1nc(-c2ccc(Cl)cc2)cs1	-2	3.1	2	-3	-4	-2	113	0.6	31	-5
CC1(C(=O)NC2CCCCC2)CCC(=O)N1Cc1cccnc1 (centres undefined)	0	1.1	-10	·	·	4	99	-0.7	15	3
COc1ccc(C(=O)N2CCCC(CNC(=O)c3ccccc3Cl)C2)o1 (centres undefined)	0	-0.8	-1	2	-3	0	100	-1.6	-20	0
Cc1ccc(NC(=S)NC2CCCCC2)cc1S(=O)(=O)N(C)C	-3	0.7	-7	-3	·	0	104	-0.6	-6	-1
CC1CCN(S(=O)(=O)c2ccc(NC(=O)Cn3nnc(-c4ccccc4F)n3)cc2)CC1	-10	0.6	-6	-1	-1	3	98	-3.2	1	-3
N#CCCN(C(=O)CN1C(=O)NC2(CCCC2)C1=O)c1ccccc1F	-1	-0.4	-5	0	2	-1	100	·	28	3
CC1(C)Cc2ccccc2-c2nnc(SCC(=O)N3CCc4ccccc43)n21	-2	0.5	-2	-2	-1	1	100	-1.1	4	0
CCCc1cc(=O)n2[nH]c(-c3ccc(Br)cc3)cc2n1	-2	1.1	-1	1	2	-1	111	-6.9	24	-4
COc1ccc(S(=O)(=O)N2CCN(CC(=O)Nc3ccccc3OC)CC2)cc1	-2	0.8	-11	-3	·	-4	75*	-0.7	1	-6
Nc1nc(SCC(=O)N2CCOCC2)n[nH]1	1	3.0	-12	-3	0	0	100	0.3	-7	-4
CCCCc1nc(NCC2CCCO2)c(C#N)c2c1COC(C)(C)C2 (centres undefined)	-4	0.2	-2	-1	0	1	·	-1.0	0	1
CCOc1ccc(NCCC(=O)c2ccc3c(c2)OCO3)cc1	0	2.1	-14	-2	-2	-2	·	-3.0	-6	-6

An excerpt; count on the stated rates, not on these rows.
